Vif-APOBEC3G blk: qHTS for Inhibitors of Vif-A3G Interactions: qHTS; HeLa A3G-eYFP + Vif (tagged APOBEC3G with the HIV-1 protein that degrades it), YFP fluorescence, overnight; 410,000 compounds, 0.076% hits; Potency, µM (titrated, usually from 46.1 µM), for the others: at the top dose activity, negative = active, most hits filed as inhibitors;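 further: on the % scale 0 is the no-effect control and ±100 the full control effect; nearly all actives have a fitted effect of over 60% in size; hits raise eYFP signal because A3G escapes Vif-driven loss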
Target sequence (Q9HC16 whole entry, looked up): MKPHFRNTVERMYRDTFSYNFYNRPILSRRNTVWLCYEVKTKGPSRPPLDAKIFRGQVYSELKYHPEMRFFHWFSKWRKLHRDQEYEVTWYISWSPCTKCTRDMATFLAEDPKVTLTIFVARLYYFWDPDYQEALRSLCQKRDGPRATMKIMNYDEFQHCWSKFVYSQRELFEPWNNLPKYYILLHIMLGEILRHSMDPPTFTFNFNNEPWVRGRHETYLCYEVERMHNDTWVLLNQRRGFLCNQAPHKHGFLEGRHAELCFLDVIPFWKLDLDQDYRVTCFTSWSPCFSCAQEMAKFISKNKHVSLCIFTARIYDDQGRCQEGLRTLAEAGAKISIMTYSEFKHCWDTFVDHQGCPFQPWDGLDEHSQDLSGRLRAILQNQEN
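Read-out is eYFP fluorescence (Ex 488/Em 500-530) from Vif-expressing HeLa A3G-eYFP cells; more signal means A3G escaped Vif-mediated degradation. Cells plated overnight, compound pinned in, incubated overnight at 37 deg C.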
Vif-APOBEC3F blk: qHTS for Inhibitors of Vif-A3F Interactions: qHTS; HeLa A3F-eYFP + Vif (tagged APOBEC3F with the HIV-1 protein that degrades it), YFP fluorescence increase; 390,000 compounds, 0.2% hits; Potency, µM (series often up to 46.1 µM), inactives show at the highest dose activity, negative = active; further: % of control where 0% means no effect; nearly all actives have a fitted effect of over 65% in size
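HeLa cells stably expressing A3F-eYFP plus Vif, plated and incubated overnight at 37 deg C, then exposed to compounds overnight at 37 deg C. Blocked degradation read as raised yellow fluorescence (Ex 488/Em 500-530).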
TrxR1 substrate: qHTS Assay for Substrates of Mammalian Selenoprotein Thioredoxin Reductase 1 (TrxR1): qHTS | Thioredoxin reductase 1, cytoplasmic (Rattus norvegicus), O89049 | purified TrxR1 substrate turnover, NADPH consumption readout | Potency, µM (top dose mostly 114 µM), for inactives: at the highest dose activity change, negative = substrate turnover | 390,000 compounds, 0.01% hits | AID 588456, 2011; further: on the % scale 0 is the no-effect control and ±100 the full control effect; nearly all actives have a fitted effect of over 50% in size
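Rat TrxR1, dispensed at 90 nM, was prereduced with 400 uM NADPH (final) for 5 min at ~22 deg C, then incubated with compound 15 min before 400 uM selenite. A first-read NADPH fluorescence drop versus no-compound background flagged substrates.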
TrxR1 inh: qHTS Assay for Inhibitors of Mammalian Selenoprotein Thioredoxin Reductase 1 (TrxR1): qHTS; Potency, µM (titrated, usually from 114 µM), for the others: at the top dose activity change, negative = inhibition, most hits filed as inhibitors; recombinant rTrxR1, NADPH fluorescence consumption, selenite substrate; 390,000 compounds, 1% hits; further: on the % scale 0 is the no-effect control and ±100 the full control effect; nearly all actives have a fitted effect of over 65% in size
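Rat TrxR1 (90 nM in the dispensed reagent) was pre-reduced with 400 uM NADPH for 5 min at room temperature, then incubated with compound for 15 min. After 400 uM selenite was added, NADPH fluorescence (Ex 340/Em 450 nm) was followed for 8 min.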
IDH1 R132H inh: qHTS for Inhibitors of mutant isocitrate dehydrogenase 1 (IDH1): qHTS | Isocitrate dehydrogenase [NADP] cytoplasmic (Homo sapiens), O75874 | AID 602179, 2012 | Potency, µM (top dose mostly 76.6 µM), for the others: at the top dose activity change, negative = inhibition, usual class: inhibitors | 390,000 compounds, 0.093% hits | IDH1-R132H enzyme, NADPH consumption, diaphorase/resazurin fluorescence; further: on the % scale 0 is the no-effect control and ±100 the full control effect; nearly all actives have a fitted effect of over 65% in size
Target sequence (O75874 whole entry R132H, stated change not applied): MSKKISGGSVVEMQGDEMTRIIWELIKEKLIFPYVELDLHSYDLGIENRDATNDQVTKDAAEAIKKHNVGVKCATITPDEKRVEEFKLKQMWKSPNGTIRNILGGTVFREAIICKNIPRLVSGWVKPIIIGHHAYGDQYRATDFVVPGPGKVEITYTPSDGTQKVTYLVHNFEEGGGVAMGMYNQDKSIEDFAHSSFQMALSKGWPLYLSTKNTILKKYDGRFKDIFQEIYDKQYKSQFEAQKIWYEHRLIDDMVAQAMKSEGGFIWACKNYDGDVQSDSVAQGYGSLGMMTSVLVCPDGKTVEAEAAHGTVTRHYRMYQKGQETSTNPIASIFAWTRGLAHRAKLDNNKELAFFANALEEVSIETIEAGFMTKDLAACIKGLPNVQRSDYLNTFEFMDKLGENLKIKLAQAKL
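IDH1-R132H (0.5 ug/mL) preincubated 30 min with compound, then NADPH (0.016 mM) and alpha-KG (2 mM) added; 80 min at RT, pH 7.5. Remaining NADPH coupled via diaphorase/resazurin to fluorescence (540/590 nm); concentration-response curves normalized to no-enzyme control.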
ALOX12 inh: Primary qHTS assay for inhibitors of human arachidonate 12S-lipoxygenase (ALOX12): Round 2; Polyunsaturated fatty acid lipoxygenase ALOX12 (Homo sapiens), P18054; purified 12hLO, xylenol orange hydroperoxide absorbance; Potency, µM (titrated, usually from 108 µM), without a hit: at the top dose activity change, negative = inhibition, actives largely listed as inhibitors; 580,000 compounds, 1.1% hits; AID 1671190, 2021; further: on the % scale 0 is the no-effect control and ±100 the full control effect
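Hydroperoxide product was detected by ferrous iron/xylenol orange as the 573 to 405 nm absorbance ratio. Arachidonic acid at 40 uM (final) was turned over for 30 min at room temperature by 150 nM human 12hLO, pH 7.0 Hepes buffer, after 15 min compound preincubation.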
RGS4 inhibitor: Inhibitors of Regulator of G Protein Signaling (RGS) 4: qHTS; Transcreener GDP fluorescence polarization, RGS4-accelerated GTP hydrolysis; Potency, µM (titrated, usually from 114 µM), for inactives: top-dose activity change, negative = inhibition, actives largely listed as inhibitors; 390,000 compounds, 0.039% hits; further: on the % scale 0 is the no-effect control and ±100 the full control effect; nearly all actives have a fitted effect of over 75% in size; some results filed as inactive show a strong effect at the top dose
Target sequence (P49798 whole entry, looked up): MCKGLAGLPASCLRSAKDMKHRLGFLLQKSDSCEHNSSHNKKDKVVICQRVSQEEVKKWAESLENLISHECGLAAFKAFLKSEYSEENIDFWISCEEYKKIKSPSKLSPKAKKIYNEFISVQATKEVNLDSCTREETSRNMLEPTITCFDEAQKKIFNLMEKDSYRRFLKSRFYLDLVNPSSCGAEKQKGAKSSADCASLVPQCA
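MLSMR compounds (23 nl, pin-transferred) preincubated 10 min at room temperature with a 500nM (2x) first reagent, then RGS4 at 900nM (2x) plus Transcreener GDP mix added; fluorescence polarization (620/688 nm) read before and after 90 min at 30 °C.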
RXFP1 agonist: qHTS Assay for Agonists of the Relaxin Receptor RXFP1; HEK293T-RXFP1 cAMP TR-FRET, 30 min; response scale: percent of porcine relaxin response, buffer zero; Potency, µM (doses to about 57.5 µM), for inactives: top-dose activation, hits mostly activators; 370,000 compounds, 0.3% hits; further: on the % scale 0 is the no-effect control and ±100 the full control effect; nearly all actives have a fitted effect of over 60% in size; many of its hits are not listed in these tables
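HEK293 cells stably expressing RXFP1, treated 30 min at 37C with compounds plus PDE4 inhibitor Ro 20174; cAMP measured by HTRF TR-FRET. Normalized to buffer and 29 nM porcine relaxin; EC50 by Hill fit.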
USP1 inh: Inhibitors of USP1/UAF1: Primary Screen; 390,000 compounds, 0.23% hits; Ubiquitin carboxyl-terminal hydrolase 1 (Homo sapiens), O94782; recombinant USP1/UAF1, Ub-Rhodamine cleavage fluorescence; Potency, µM (highest dose often 57.1 µM), inactives show at the top dose activity change, negative = inhibition, actives largely listed as inhibitors; further: on the % scale 0 is the no-effect control and ±100 the full control effect; nearly all actives have a fitted effect of over 60% in size; inactives centre near -12
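Step one: compound is pinned into 1nM USP1/UAF1 in HEPES pH 7.8 buffer with TCEP. Step two: 15 min room-temperature incubation. Step three: Ub-Rho (150nM final) starts cleavage, tracked by fluorescence over six one-minute reads.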
Active calls of the source: *; ? = inconclusive; · = not tested or not shown; [ ] = dose if it differs, or a comment. The call rests on the fitted dose curve; in most records, active means well fitted curve in the direction sought with a large enough effect; inconclusive means small, poorly fitted or top-dose-only effect, or another doubt; inactive means no such curve, though single readings can be large; an effect the other way counts as inactive or inconclusive. Potency means the concentration at half of the fitted maximal effect. Some of the compounds tested (hit frequency here may not be typical).

SMILES	Vif-APOBEC3G blk	Vif-APOBEC3F blk	TrxR1 substrate	TrxR1 inh	IDH1 R132H inh	ALOX12 inh	RGS4 inhibitor	RXFP1 agonist	USP1 inh
O=C(O)CCCn1cc(NC(=O)c2ccc(Br)o2)cn1	1%	13%	7%[57.1 µM]	20%[57.1 µM]	9%	-2%	?	-2.2%	-14%
NCCCNc1nc(N)c([N+](=O)[O-])c(NC2CCCCC2)n1	-4%	-19%	0%[57.1 µM]	6%[57.1 µM]	-8%	-19%	-4%	-2.4%	-10%
CCOC(=O)c1c(-c2ccc(C)o2)csc1NC(=O)COC(=O)c1cccs1	0%	3%	12%	?	-1%	-21%	?	-0.9%	-23%
Cc1cccc(NC(=O)Cn2ccn(-c3ccc4c(c3)OCCO4)c(=O)c2=O)c1	-1%	9%	2%	-7%	3%	-3%	-26%	2.5%	-9%
O=C(CSc1nnc(SCc2ccc(Cl)cc2)s1)N/N=C/c1ccccc1Cl	1%	2%	-16%	-19%	11%	9%	-6%	0.0%	-16%
O=C(C(=O)N1CCN(c2ccccc2)CC1)c1c[nH]c2ccccc12	-2%	-2%	-15%	-16%	2%	-10%	12%	-1.3%	-30%
O=C1C(=O)C(c2cc(O)c(O)c(O)c2)Oc2cc(O)cc(O)c21 (stereo not given)	2%	·	-6%	13µM*	·	·	?	·	·
Cc1ccc(OCC(=O)N(Cc2nnc(-c3ccccc3Cl)o2)C2CC2)cc1C	4%	-1%	5%	22%	-7%	23%	-15%	-0.5%	-25%
Cc1noc(C)c1S(=O)(=O)N1CCC(C(=O)O)CC1	1%	1%	3%	11%	0%	-5%	-3%	0.8%	-13%
CCOC(=O)C1=C(O)/C(=C/c2cc(C)n(-c3ccccc3)c2C)N=C1C	-4%	12%	6%[57.1 µM]	-68%	0%	0%	?	1.9%	?
O=C1N/C(=N/O)S/C1=C\c1ccccc1-n1cccn1	0%	-3%	8%[57.1 µM]	32%[57.1 µM]	-2%	-20%	2%	0.9%	-7%
O=C(CN1C(=O)C2CC=CCC2C1=O)Nc1ccc(S(=O)(=O)Nc2ncccn2)cc1 (stereo not given)	1%	-5%	-7%	2%	3%	2%	21%	4.3%	5%

SMILES	Vif-APOBEC3G blk	Vif-APOBEC3F blk	TrxR1 substrate	TrxR1 inh	IDH1 R132H inh	ALOX12 inh	RGS4 inhibitor	RXFP1 agonist	USP1 inh
O=C(CN1CCN(C(=O)c2cccc(F)c2)CC1)NC1CCCCC1	-1%	-13%	-7%[57.1 µM]	16%	7%	?	-20%	0.8%	-17%
COc1ccccc1CNC(=O)c1cnc2sc(N3CCOCC3)nn2c1=O	1%	6%	25%[57.1 µM]	2%[57.1 µM]	-5%	-13%	-27%	6.1%	6%
Cn1c(SCC(=O)Nc2nc3ccccc3s2)nnc1-c1ccccc1	1%	6%	-4%	11%	1%	?	15%	0.4%	-13%
COc1ccc(C(CNC(=O)c2ccc(-n3cnnn3)cc2)N2CCOCC2)cc1 (stereo not given)	0%	-4%	1%	2%	-1%	0%	-16%	-0.1%	-5%
Cc1cc2ccccc2c(=O)n1CC(=O)Nc1ccc2c(c1)OCCO2	1%	3%	-7%[2.29 µM]	-12%[57.1 µM]	3%	7%	8%	0.0%	0%
CN(C)C(=O)c1cc(C(=O)c2c(F)cccc2F)c[nH]1	4%	-1%	-3%	-6%	-6%	-4%	18%	1.6%	-10%
Cn1ncc(-c2ccno2)c1C(=O)O	-1%	-2%	-18%[57.1 µM]	16%[57.1 µM]	13%	-8%	-21%	-1.0%	2%
CCn1cc(C(=O)NCCCOC)c(=O)c2cc(S(=O)(=O)N(C)C)ccc21	0%	3%	5%[57.1 µM]	5%[57.1 µM]	-6%	448%[activator]	-18%	-0.3%	-17%
O=C(COc1ccc2ccc(=O)oc2c1)N1CCN(c2ccccc2)CC1	-2%	-6%	43%	10%[57.1 µM]	11%	1%	-20%	-0.2%	-18%
Cc1ccccc1-n1c(=O)/c(=C\c2ccco2)s/c1=C(/C#N)C(=O)Nc1ccccc1	-9%	?	-5%	-21%	1%	35µM*	-47%	0.3%	-12%
CC(=O)c1cnc2cc(-c3ccc(C)cc3)nn2c1C	-1%	-5%	30%	23%	0%	7%	-9%	2.9%	-22%
O=C(CCn1nc(-c2ccc(Cl)cc2)c2ccccc2c1=O)NCCN1CCOCC1	2%	3%	10%[57.1 µM]	11%[57.1 µM]	1%	-12%	-1%	1.9%	-4%

SMILES	Vif-APOBEC3G blk	Vif-APOBEC3F blk	TrxR1 substrate	TrxR1 inh	IDH1 R132H inh	ALOX12 inh	RGS4 inhibitor	RXFP1 agonist	USP1 inh
COc1ccccc1NC(=O)c1sc2nc(C)c(C(=O)Nc3ccc(C)cc3C)c(-c3ccco3)c2c1N	-12%	?	-11%	-7%	-6%	-16%	12%	2.1%	17%
COc1ccc(NC(=O)C2CC(=O)n3ncnc3N2)cc1 (stereo not given)	1%	2%	1%	8%	8%	-3%	-3%	-1.6%	-2%
COc1ccc(CCNC(=O)C(CCC(N)=O)NS(=O)(=O)c2ccc(Cl)cc2)cc1OC (stereo not given)	-1%	-1%	0%	-10%	12%	·	2%	-1.0%	?
O=c1[nH]c(NCCO)nc2c1C1(CCCC1)Cc1ccccc1-2	-12%	-12%	110%[activator]	?	11%	-12%	0%	6.1%	-9%
COc1cc(C(=O)Nc2nc(C)c(Cc3ccc4c(c3)OCO4)s2)cc(OC)c1OC	?	2%	6%	23%	-1%	?	?	1.4%	-27%
O=[N+]([O-])c1cc(S(=O)(=O)N2CCCC2)ccc1NCCCN1CCOCC1	0%	-2%	8%[57.1 µM]	28%[57.1 µM]	15%	-12%	0%	2.8%	-1%
CCOC(=O)CCN(Cc1cccs1)S(=O)(=O)c1ccc(Cl)cc1	-2%	1%	-3%	1%	6%	0%	-28%	2.2%	-17%
CCO[C@H]1OC(C(=O)N2CCN(Cc3ccccc3)CC2)=C[C@@H](C)[C@@H]1CCCO	0%	3%	9%	-15%	-6%	4%	-8%	-0.9%	-19%
CCOCCCN1CC(C(=O)NCCc2ccccc2)CC1=O (stereo not given)	1%	-2%	10%	23%	1%	22%	1%	2.9%	-8%
O=C(NCCSc1ccccc1)c1cncc(Br)c1	0%	·	4%[2.29 µM]	1%	1%	1%	-11%	0.7%	-14%
COCCn1c(SCC(=O)Nc2ccc(S(N)(=O)=O)cc2)nc2ccccc21	0%	-7%	-5%	-3%	-5%	57%[activator]	7%	-1.0%	9%
Cc1ccc(C(=O)OCc2cn3ccccc3n2)cc1	-1%	4%	-5%	-10%	-7%	12%	-43%	0.1%	3%

SMILES	Vif-APOBEC3G blk	Vif-APOBEC3F blk	TrxR1 substrate	TrxR1 inh	IDH1 R132H inh	ALOX12 inh	RGS4 inhibitor	RXFP1 agonist	USP1 inh
Cc1ccc(C(C(=O)NCc2ccco2)N(C(=O)CNC(=O)c2cccs2)c2ccc(C)cc2)cc1 (stereo not given)	-4%	-4%	5%	5%	5%	17%	-9%	-1.2%	-14%
Cc1c(Cl)cccc1NC(=O)CCN1C(=O)C2CC=CCC2C1=O (stereo not given)	-1%	10%	2%	2%	6%	9%	0%	1.1%	-13%
O=C(Nc1cc(Cl)ccc1-n1cncn1)c1cccc(S(=O)(=O)N2CCOCC2)c1	1%	3%	3%	6%	-8%	-15%	18%	-1.9%	-13%
Cc1ccc(OCC(=O)N/N=C2/SCC(=O)N2Cc2ccco2)cc1	1%	-13%	-3%	-13%	-8%	-7%	-8%	-0.6%	-25%
CCOc1cc(C(=O)Nc2cccc(-c3nc4ccccc4o3)c2)cc(OCC)c1OCC	-10%	2%	1%	4%	-20%	-2%	-4%	4.0%	3%
COCCn1nnnc1CN1CCN2CCCC2C1 (stereo not given)	2%	-11%	-7%	13%	3%	?	-6%	1.8%	-11%
Cc1cc(C)c2c(NC(N)=S)n[nH]c2n1	-1%	0%	3%[57.1 µM]	13%[57.1 µM]	1%	31%[activator]	-6%	-0.3%	-5%

Of the compounds above, 2 have a nitro group on carbon.
SMILES	Vif-APOBEC3G blk	Vif-APOBEC3F blk	TrxR1 substrate	TrxR1 inh	IDH1 R132H inh	ALOX12 inh	RGS4 inhibitor	RXFP1 agonist	USP1 inh
NCCCNc1nc(N)c([N+](=O)[O-])c(NC2CCCCC2)n1	-4%	-19%	0%[57.1 µM]	6%[57.1 µM]	-8%	-19%	-4%	-2.4%	-10%
O=[N+]([O-])c1cc(S(=O)(=O)N2CCCC2)ccc1NCCCN1CCOCC1	0%	-2%	8%[57.1 µM]	28%[57.1 µM]	15%	-12%	0%	2.8%	-1%

Compound activity deposited in PubChem BioAssay by National Center for Advancing Translational Sciences (NCATS).
